# Screening data: PubChem BioAssay, National Center for Advancing Translational Sciences (NCATS)
# N370S GC mod: N370S glucocerebrosidase modulation, Gaucher chaperone candidate; actives 0.092% (n = 330,000); N370S GC spleen homogenate, 4MU-glucoside fluorescence; AID 2101; Potency, µM (top dose mostly 59.4 µM), for the others: at the top dose activity change, negative = inhibition, most hits filed as inhibitors; P04062;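 also: 0% = full enzyme activity and -100% = no enzyme basal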
# TDP1 block: inhibitors of human tyrosyl-DNA phosphodiesterase TDP1; Q9NUW8; recombinant TDP1, AlphaScreen DNA substrate cleavage; Potency, µM (doses to about 130 µM), inactives show at the top dose activity change, negative = inhibition, most hits filed as inhibitors; actives 0.28% (n = 350,000); also: nearly all actives have a fitted effect of over 40% in size
# Target sequence (Q9NUW8 whole entry, looked up): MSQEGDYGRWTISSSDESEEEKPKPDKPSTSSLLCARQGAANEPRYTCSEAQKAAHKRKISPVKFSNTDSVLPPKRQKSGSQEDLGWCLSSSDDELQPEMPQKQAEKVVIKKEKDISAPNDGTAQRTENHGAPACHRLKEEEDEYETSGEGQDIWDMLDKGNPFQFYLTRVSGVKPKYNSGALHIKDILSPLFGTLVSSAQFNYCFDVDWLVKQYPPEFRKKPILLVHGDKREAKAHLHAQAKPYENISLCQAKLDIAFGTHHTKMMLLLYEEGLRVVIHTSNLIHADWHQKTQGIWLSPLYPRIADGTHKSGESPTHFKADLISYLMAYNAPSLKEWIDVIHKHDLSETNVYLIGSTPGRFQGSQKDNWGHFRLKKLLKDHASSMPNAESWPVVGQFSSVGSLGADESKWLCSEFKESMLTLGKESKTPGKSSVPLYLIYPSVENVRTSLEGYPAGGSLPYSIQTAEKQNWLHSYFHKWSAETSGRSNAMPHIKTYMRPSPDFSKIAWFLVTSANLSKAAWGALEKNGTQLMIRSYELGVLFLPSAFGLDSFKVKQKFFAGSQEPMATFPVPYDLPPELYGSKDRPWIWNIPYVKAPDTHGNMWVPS
#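 E. coli-derived human Tdp1, 1 nM final. Cpd preinc 15 min RT; substrate 15 nM final, 5 min RT; AS bead mix 10 ug/ml final, 10 min RT. Signal loss = tyrosine-FITC cleavage. No-enzyme wells = max signal.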
# TDP1 cell noCPT: qHTS for Inhibitors of human tyrosyl-DNA phosphodiesterase 1 (TDP1): qHTS in cells in absence of CPT; AID 686978, 2013; DT40 Tdp1-/- hTDP1 cells, no CPT, ATP luminescence, 48 h; Potency, µM (doses to about 46.2 µM), inactives show top-dose activity change, negative = growth inhibition, usual class: inhibitors; actives 15% (n = 420,000); also: nearly all actives have a fitted effect of over 55% in size
#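 Luminescent ATP content (CellTiter-Glo) served as the growth readout. Knockout chicken DT40 cells expressing human TDP1 were exposed to compounds without camptothecin for a minimum 48 hr at 37 °C.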
# * marks the source's active call; other numbers are inactive results; ? = inconclusive; · = no result given; & = joins results of further samples; [ ] = dose if it differs, or a comment. Calls follow the shape of the dose curve; as a rule, active = well fitted curve in the direction sought with a large enough effect; inconclusive = small, poorly fitted or top-dose-only effect, or another doubt; inactive = no such curve, though single readings can be large; an effect the other way counts as inactive or inconclusive. Unless noted, % is scaled to controls: 0 for no effect and ±100 for the full control effect; potency is read from the fitted curve at half-maximal effect.
# Each structure is followed by: TDP1 cell noCPT, N370S GC mod, TDP1 block
CCCCn1c(CN2CCOCC2)nc2c1c(=O)n(C)c(=O)n2C
    -14.4%, 3.6%, 6.2%
Clc1ccc(/C=C/c2ncc[nH]2)c(Cl)c1
    -11.3%, -29.0%, ·
CN(C)CC(C(=O)c1ccccc1)c1ccccc1 (stereo not given)
    1.46µM*, -12.4%, 0.0%
COC(=O)c1ccc(OCC(O)CN2CCc3cc(OC)c(OC)cc3C2c2ccccc2)cc1 (stereo not given)
    5.8µM*, -10.9%, 0.0%
O=c1cc(-c2ccccc2Cl)oc2ccc([N+](=O)[O-])c(O)c12
    ?, -9.8%[89.1 µM], 1.0%&6.6%
Oc1cc(O)cc(/C=C/c2ccc(O)c(O)c2)c1
    0.651µM*, ?, 2.0%&8.5%&4.9%
N#CC1=C2SCN(c3ccccc3)CN2C(=O)CC1c1cccs1 (stereo not given)
    -17.4%, -6.4%, ·
O=S(=O)(Nc1ccc2oc3c(c2c1)CCCC3)c1cc(Cl)ccc1Cl
    ?, ·, -2.2%[12.3 µM]
Cc1csc(Nc2ccc(Cl)cc2)[n+]1-c1ccc(Cl)cc1
    25.9µM*, -8.9%, 5.1%
CCOC(=O)C1=C(CN2CCCCC2)NC(=O)NC1c1ccc(C)cc1 (stereo not given)
    -12.0%, ·, 0.0%
NCCC(=O)N1c2ccccc2Sc2ccc(Cl)cc21
    ?, -12.1%, 7.2%
CCC(C(=O)O)n1c2ccccc2c2cn[nH]c(=O)c21 (stereo not given)
    1.2%, -2.5%, ·
COc1ccc(C(=O)OCC(=O)NCc2ccccc2)c(OC)c1OC
    -18.8%, -3.5%, -2.6%
CCN(CC(=O)Nc1c(F)cccc1F)C(=O)CSCC(=O)Nc1cc(C)on1
    -6.2%, 0.1%, 0.1%[0.505 µM]
O=C1c2cc(F)ccc2-n2c1nc1ccccc1c2=O
    0.366µM*, -1.0%, ·
CC(C)CCn1c(SCc2ccc(Cl)cc2)nc2c1c(=O)[nH]c(=O)n2C
    18.4µM*, 16.9%, 0.0%
COn1c(=O)c(-c2cccs2)[n+]([O-])c2ccccc21
    11.6µM*, -1.3%, 3.4%
CCSC1(SCC)N=C(N)C2(C#N)C(c3ccccc3)NC3=C(CCC3)C12C#N (stereo not given)
    -23.1%, 5.3%, 4.8%
COc1ccc(OC)c(S(=O)(=O)NCc2ccccc2)c1
    7.1%, 1.4%, 0.0%
Cc1cccc(C)c1NC(=O)COC(=O)CCC(=O)c1cccs1
    -1.9%, -1.1%, 4.6%
COC(=O)CSc1nc2sc3c(c2c(=O)n1-c1ccccc1)CCN(C)C3
    ?, ?, 4.2%
CCOC(=O)C(C)n1cnc2scc(-c3ccc(C)cc3)c2c1=O (stereo not given)
    ?, -6.9%, -4.1%
CN(CC(=O)Nc1ccccc1Br)C(=O)COc1cccc2c1OC(C)(C)C2
    -6.9%, ?, ·
CCc1ccc(NC(=O)Nc2cnccn2)cc1
    0.2%, ?, 4.5%
CCOc1ncccc1C(=O)Nc1ccccc1C(=O)NCc1ccc2c(c1)OCO2
    ?, 5.2%, -2.1%
C=CCC[C@@H](Cc1ccc(F)cc1)C(=O)OC[C@@H](Cc1c[nH]c2ccccc12)NC(=O)[C@@H](CC=C)CC(=O)N[C@@H](CO)Cc1ccccc1
    ?, ·, 2.6%
O=C(Nc1c(C(=O)O)oc2ccc(Br)cc12)c1ccccc1
    ?, 7.6%, 2.5%
CCCCCCN1C(=O)C(O)=C(C(C)=O)C1c1ccccc1[N+](=O)[O-] (stereo not given)
    ?, 14.3%, -2.5%
Cc1ccc(-n2ncc3c(=O)n(CC(=O)OCc4ccccc4)cnc32)cc1
    -12.3%, 7.9%, -1.2%
O=C(Nc1cc(Cl)cc(Cl)c1)c1coc(=O)c(Br)c1
    11.6µM*, 10.1%, ·
Cc1ccc(C(=O)Nc2cccc(S(=O)(=O)N3CCCC3)c2)o1
    8.1%, ·, 3.5%
CN1CCN(C(=O)C2(NC(=O)NCc3ccccc3)CCCCC2)CC1
    5.5%, 5.9%, 7.3%
CC(C)C[C@H](NC(=O)NCc1ccc(F)cc1)C(=O)O
    -12.7%, -0.4%, 0.0%
O=C(Nc1ccc(C(=O)N2CCCCC2)cc1)c1ccc([N+](=O)[O-])cc1
    ?, -7.3%, 3.5%[56.1 µM]
CCCCS/C(=C(/C#N)C(N)=O)c1cc2c([nH]1)CCCC2
    ?, 10.8%, 13.5%
CS(=O)(=O)c1cccc(-c2nnc(NC(=O)CCS(=O)(=O)c3ccccc3)o2)c1
    -1.0%, -16.7%, 0.4%[0.505 µM]
COc1ccccc1CC(=O)Nc1ccccc1C(=O)O
    -4.7%, ·, -7.9%
NC(=S)N/N=C/c1coc2ccc(F)cc2c1=O
    -0.1%, 1.5%, -2.6%
O=C(O)c1ccc(N/N=C/C=C/c2ccc([N+](=O)[O-])o2)cc1
    23.1µM*, -18.9%, -14.3%
CCOC1(c2ccccc2)OC(=O)c2ccccc21 (stereo not given)
    8.1%, 4.9%, -0.6%

# By substructure: the entries above with an aryl thioether with sulfur outside any ring.
# Each structure is followed by: TDP1 cell noCPT, N370S GC mod, TDP1 block
CC(C)CCn1c(SCc2ccc(Cl)cc2)nc2c1c(=O)[nH]c(=O)n2C
    18.4µM*, 16.9%, 0.0%
COC(=O)CSc1nc2sc3c(c2c(=O)n1-c1ccccc1)CCN(C)C3
    ?, ?, 4.2%

# Structures from the list above containing an NH in an aromatic ring:
# Each structure is followed by: TDP1 cell noCPT, N370S GC mod, TDP1 block
Clc1ccc(/C=C/c2ncc[nH]2)c(Cl)c1
    -11.3%, -29.0%, ·
CCC(C(=O)O)n1c2ccccc2c2cn[nH]c(=O)c21 (stereo not given)
    1.2%, -2.5%, ·
CC(C)CCn1c(SCc2ccc(Cl)cc2)nc2c1c(=O)[nH]c(=O)n2C
    18.4µM*, 16.9%, 0.0%
C=CCC[C@@H](Cc1ccc(F)cc1)C(=O)OC[C@@H](Cc1c[nH]c2ccccc12)NC(=O)[C@@H](CC=C)CC(=O)N[C@@H](CO)Cc1ccccc1
    ?, ·, 2.6%
CCCCS/C(=C(/C#N)C(N)=O)c1cc2c([nH]1)CCCC2
    ?, 10.8%, 13.5%

# Continued:
# Each structure is followed by: TDP1 cell noCPT, N370S GC mod, TDP1 block
Brc1ccc(CNCc2cccs2)cc1
    -21.8%, -0.5%, 5.3%
CCCN1C(=O)/C(=C/c2ccc(N3CCCC3)c(C)c2)NC1=S
    20.6µM*, 8.7%, 4.0%
Cc1ccc(CNC(=O)c2ccccc2NC(=O)C2=CSCCO2)cc1
    -15.2%, 10.0%, 2.7%
CCOC(=O)N1CCN(C(=O)c2ccccc2NC(C)=O)CC1
    12.6%, 14.8%, 2.8%
COC(=O)c1ccc(NC(=O)C2CCN(C(=O)c3cc(OC)c(OC)c(OC)c3)CC2)cc1
    ?, -4.4%, 2.2%
CCCN(CCC)S(=O)(=O)c1ccc(C(=O)Nc2nc(-c3ccccc3)c(C(=O)OCC)s2)cc1
    ?, 3.8%, 2.7%
COCCNc1cc(-c2c(C)noc2C)ncn1
    -8.8%, 5.1%, ·
CCc1ccc(-n2c(SCC(=O)Nc3ccc(C(=O)O)cc3)nnc2-c2ccncc2)cc1
    21.3%, -8.9%, 0.0%
Cc1ccc(C2c3c(C)nn(-c4ccc([N+](=O)[O-])cc4)c3N=C3C(=O)Nc4ccccc4N32)cc1 (stereo not given)
    ·, 18.8%, 5.5%
Cc1cccc(NC(=S)NNc2cccc(Cl)c2)c1
    18.4µM*, -11.3%, -5.0%[0.0935 µM]
COc1cccc(C(=O)Nc2ccc(F)cc2F)c1
    -14.9%, 2.2%, 2.5%
Nc1ccc2nc3c(=O)n(CCc4ccccc4)c(=O)[nH]c3nc2c1
    ?, -8.5%, -1.3%
COc1cc(/C=N/NC(=O)Cn2nnc3ccccc32)ccc1O
    ?, -28.3%, 5.8%
COc1cc(C(=S)N2CCOCC2)cc(OC)c1OC
    0.8%&4.1%, 4.1%, -2.2%
O=C(NCCCn1ccnc1)/C(=C\c1cccnc1)NC(=O)c1ccco1
    12.6%, -2.8%, -0.5%
CCOc1ccc(/C=N/NC(=O)c2[nH]c3ccc(C)cc3c2C)cc1
    -26.8%, -0.5%, ·
CCCNc1nc2ccccc2c(=O)[nH]1
    20.6µM*, -12.8%, 2.5%
O=C(NN=C1CCCC1)c1cc(Cl)cc(Cl)c1O
    12.3%, 26.3%, 5.8%
CCN1CCN(C(CNC(=O)c2ccc3c(c2)OCO3)c2cccnc2)CC1 (stereo not given)
    -3.0%, -14.5%, -2.6%
Cc1ccccc1-c1nn2c(=O)cc(CN3CCN(C(=O)/C=C/c4ccccc4)CC3)nc2s1
    ?, ·, 5.4%
Cc1cccc(C)c1NC(=O)c1cc(-c2ccccn2)nc2ccccc12
    ?, -0.3%, -2.6%
CCOC(=O)c1sc(NC(=O)C2CC2)cc1C
    ?, 7.1%, 2.6%
O=C(N=C1SC2CS(=O)(=O)CC2N1c1ccc(Br)cc1)C1CCCO1 (stereo not given)
    39.0%[activator], 25.7%, 1.3%
Cc1cccc([C@@H](NC(=O)OC(C)(C)C)C(=O)OC(C)(C)C)c1
    -13.1%, ·, -4.6%
CCOC(=O)N1CCN(C(=O)CSc2nc(=O)n3cc(C)ccc3n2)CC1
    -11.9%, -15.3%, ·
CCCC(=O)N1CC(=O)Nc2ccc(Cl)cc2C1c1ccc(F)cc1 (stereo not given)
    ?, ·, 2.9%
COc1ccc2c(c1)Sc1ccccc1N2
    16.4µM*, 2.6%, 14.7%
O=C(CCc1ccccc1)N1CCCC(Nc2ccc(F)cc2)C1 (stereo not given)
    2.5%, 0.7%, 4.6%[56.1 µM]
CC(C)C[C@H](NC(=O)c1nc[nH]c1C(=O)NCCNC(=O)OC(C)(C)C)C(=O)CNCCNC(=O)c1[nH]cnc1C(=O)N[C@@H](C)C(=O)OC(C)(C)C
    ?, ·, 0.3%
COC(=O)c1ccc(CSc2nnnn2C)o1
    -0.7%, -1.7%, 5.2%

# Sorted by number of heavy atoms (high to low): some entries from above
# Each structure is followed by: TDP1 cell noCPT, N370S GC mod, TDP1 block
CCOC(=O)N1CCN(C(=O)CSc2nc(=O)n3cc(C)ccc3n2)CC1
    -11.9%, -15.3%, ·
CCCC(=O)N1CC(=O)Nc2ccc(Cl)cc2C1c1ccc(F)cc1 (stereo not given)
    ?, ·, 2.9%
Cc1cccc([C@@H](NC(=O)OC(C)(C)C)C(=O)OC(C)(C)C)c1
    -13.1%, ·, -4.6%
CC(C)C[C@H](NC(=O)NCc1ccc(F)cc1)C(=O)O
    -12.7%, -0.4%, 0.0%
O=C(NN=C1CCCC1)c1cc(Cl)cc(Cl)c1O
    12.3%, 26.3%, 5.8%

# Additional entries:
# Each structure is followed by: TDP1 cell noCPT, N370S GC mod, TDP1 block
CSC[C@@H]1NC(=S)N(c2ccc(C)cc2)C1=O
    2.31µM*, -1.3%, 3.8%
CCN(CC(=O)NCc1cccs1)C(=O)c1ccc(S(=O)(=O)N(CC)c2ccccc2)cc1
    -17.5%, ·, 0.3%
CCOC(=O)C1=CN(Cc2cccc(-c3ccc4c(c3)OCO4)c2)S(=O)(=O)N(C)C1C (stereo not given)
    23.1µM*, ·, -2.5%[56.1 µM]
N#CCCn1c(=O)c(-c2cccs2)nc2cnc(OCc3ccccc3)nc21
    -8.7%, ?, ·
CN(C1CCCCC1)S(=O)(=O)c1ccc(NC(=O)Cn2nc(-c3ccc(F)cc3)ccc2=O)cc1
    20.6µM*, -5.6%, 6.7%
CCCCN=c1sc(C(=O)OC)cc(=O)n1CCCC
    -22.3%, 14.5%, -2.0%
CC(=O)c1cccc(NC(=O)C(C)OC(=O)c2ccc(Br)o2)c1 (stereo not given)
    -22.2%, ·, -0.4%
Cc1cc(-c2nnc3n2N=C(c2ccc(F)cc2)CS3)n[nH]1
    -23.6%, -4.5%, 6.3%
CCOc1cc(S(=O)(=O)NCc2ccc3c(c2)OCO3)c(C)cc1C
    -19.0%, -8.1%, 4.3%
CC1CCCCN1C(=O)CN1C(=O)CSc2ccc(S(=O)(=O)N3CCOCC3)cc21 (stereo not given)
    13.8%, -4.0%, 3.2%

# A portion of the library; count on the stated rates, not on these rows.
